PLCg1 inh: PLC-gamma1 enzyme inhibitors, primary screen, biochemical, fluorescence, purified enzyme | 1-phosphatidylinositol 4,5-bisphosphate phosphodiesterase gamma-1 (Homo sapiens), P19174 | inhibition, % at 12.2 µM | fluorogenic substrate | actives 0.84% (n = 370,000); in the data active means inhibition above about 9.5%
Rev-erbA mod: modulators of Rev-erb alpha DNA binding, primary screen, biochemical, FITC-DNA, fluorescence polarization, uHTS. actives 0.79% (n = 370,000). Rev-erbα–FITC-DNA binding, 90 min. activity, % at 10 µM;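 active means activity above about 14%, limit read from the data; passing the limit was not always enough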;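 further: 0% = DMSO wells with 35 nM protein and 100% = DMSO wells with 750 nM protein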
DDE Tn6 FP inh: inhibitors of Tn6 peptide binding to fibrin DD(E), primary screen, biochemical, fluorescence polarization, human fibrin, Tn6 probe | Fibrin DD(E) TRITC-Tn6 fluorescence polarization displacement | actives 0.21% (n = 370,000) | inhibition, % at 8.3 µM;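 active means inhibition above a per-campaign cutoff: mean of compounds within control limits plus 3 SD, cut at about 15% in these data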;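 further: 0% = median of all compound wells on the plate and 100% = blocking peptide control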
Target sequence (P02675 whole entry, looked up): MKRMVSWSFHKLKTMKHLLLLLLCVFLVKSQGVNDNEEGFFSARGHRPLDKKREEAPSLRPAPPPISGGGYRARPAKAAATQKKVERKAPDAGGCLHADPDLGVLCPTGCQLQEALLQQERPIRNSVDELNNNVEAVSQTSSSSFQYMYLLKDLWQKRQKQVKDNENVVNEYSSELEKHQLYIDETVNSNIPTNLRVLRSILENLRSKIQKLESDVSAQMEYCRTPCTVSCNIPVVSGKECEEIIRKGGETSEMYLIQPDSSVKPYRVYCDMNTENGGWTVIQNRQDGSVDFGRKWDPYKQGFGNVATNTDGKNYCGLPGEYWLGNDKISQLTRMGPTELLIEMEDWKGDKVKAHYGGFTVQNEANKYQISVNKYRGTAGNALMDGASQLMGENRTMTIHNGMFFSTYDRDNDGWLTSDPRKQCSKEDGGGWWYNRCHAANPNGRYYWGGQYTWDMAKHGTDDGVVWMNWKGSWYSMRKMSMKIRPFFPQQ
PLC-beta3 inh: human PLC-beta3 inhibitors, primary screen, biochemical, fluorescence. 1-phosphatidylinositol 4,5-bisphosphate phosphodiesterase beta-3 (Homo sapiens), Q01970. AID 720704, 2013. actives 0.18% (n = 370,000). inhibition, % at 12.2 µM. Purified PLC-beta3, fluorogenic substrate; in the data active means inhibition above about 11%;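 further: 0% = median of compound wells on plate and 100% = full blocker control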
UHRF1 binding: UHRF1 methylated DNA binding inhibitors, primary screen, counter-screen for MBD2 inhibitor project, biochemical, TR-FRET, human UHRF1, single concentration; E3 ubiquitin-protein ligase UHRF1 (Homo sapiens), Q96T88; UHRF1 binding to methylated oligo; inhibition, % at 4.4 µM; actives 0.75% (n = 370,000); in the data active means inhibition above about 21%;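 further: UHRF1 SRA domain binding a hemimethylated CpG hairpin DNA probe; 0% = median of test compound wells and 100% = reference inhibitor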
ARFGAP1 inh: inhibitors of rat ARFGAP1 GAP activity, primary screen, biochemical, fluorescence polarization, GDP tracer | ADP-ribosylation factor GTPase-activating protein 1 (Rattus norvegicus), Q62848 | Arfgap1-stimulated ARF1 GTP hydrolysis, GDP FP detection | inhibition, % at 16.5 µM | actives 0.26% (n = 360,000);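 active means inhibition above a per-plate limit, mean inhibition of low control wells plus 3 SD, cut at about 25% in these data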;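 further: 0% = DMSO wells with enzyme and 100% = wells lacking Arfgap1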
Target sequence (Q62848 1-136 limits assumed): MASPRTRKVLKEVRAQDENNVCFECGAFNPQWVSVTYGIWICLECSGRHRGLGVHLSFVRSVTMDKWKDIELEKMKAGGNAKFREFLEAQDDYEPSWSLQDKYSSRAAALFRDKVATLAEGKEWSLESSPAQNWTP
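Replicates: Single well per compound | Assay system: Truncated rat Arfgap1 GAP domain | Control set: No-Arfgap1 wells (100%) versus DMSO full-reaction wells (0%) | Times: Enzyme reaction 120 min at 25 °C after 20 min preincubation | Reagent: Human ARF1(Δ1-17)-GTP substrate | Measured by: Tracer-displacement fluorescence polarization with EDTA stop, 620/688 nm | Measure: Percent inhibition of Arfgap1-stimulated GTP hydrolysis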
Tn7 DDE FP: inhibitors of Tn7 peptide binding to fibrin DD(E), primary screen, biochemical, fluorescence polarization, human fibrin, Tn7 probe | Fibrinogen beta chain (Homo sapiens), P02675 | FP displacement of FITC-Tn7 peptide from fibrin DD(E); 0% = median of compound wells per plate | inhibition, % at 8.3 µM | actives 0.13% (n = 370,000);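 active means inhibition above the mean of compounds falling within the control limits plus 3 SD of them, cut at about 14% in these data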;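 further: 0% = plate median of compound wells and 100% = 10 µM Aha-Tn7 peptide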
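Assay system: human fibrin DD(E). Input: DD(E) 2 µM final. Medium: Tris buffer with calcium and detergent, pH 7.8. Compound dosing: single point at 8.3 µM. Timing: 10 min plus 3 h, room temperature. Technique: fluorescence polarization of the labelled Tn7 tracer. Read-out: percent inhibition. Replicates: singlicate testing.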
proKLK7 act: proKLK7 zymogen activators, primary screen, biochemical, fluorescence intensity; Kallikrein-7 (Homo sapiens), P49862; purified proKLK7, EDANS-DABCYL substrate fluorescence; 100% is mature enzyme control, 0% vehicle; activation, % at 7 µM; actives 0.9% (n = 370,000);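 active means activation above the mean of all tested compounds plus 3 SD, computed per campaign excluding outliers beyond control limits, cut at about 13% in these data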
sPLA2-III inh: human group III sPLA2 inhibitors, primary screen, biochemical, QFRET, BODIPY PC-A2 liposome substrate; Group 3 secretory phospholipase A2 (Homo sapiens), Q9NZ20; QFRET BODIPY PC-A2 liposome hydrolysis, fluorescence; inhibition, % at 12.2 µM; actives 0.56% (n = 370,000);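 active means inhibition above mean plus 3 SD of compounds lying within the high and low control bounds, cut at about 19% in these data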;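 further: 0% = median of test compound wells and 100% = no enzyme DMSO wells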
ASAP1 inh: inhibitors of human ASAP1 ArfGAP activity, primary screen, biochemical, fluorescence polarization. inhibition, % at 16.5 µM. ASAP1-stimulated ARF1 GTP hydrolysis, GDP FP detection. Arf-GAP with SH3 domain, ANK repeat and PH domain-containing protein 1 (Homo sapiens), …. AID 624377, 2012. actives 0.19% (n = 360,000); in the data active means inhibition above about 25%;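 further: 0% = vehicle with enzyme and substrate and 100% = no enzyme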
Target sequence (Q9ULH1 325-724 limits assumed): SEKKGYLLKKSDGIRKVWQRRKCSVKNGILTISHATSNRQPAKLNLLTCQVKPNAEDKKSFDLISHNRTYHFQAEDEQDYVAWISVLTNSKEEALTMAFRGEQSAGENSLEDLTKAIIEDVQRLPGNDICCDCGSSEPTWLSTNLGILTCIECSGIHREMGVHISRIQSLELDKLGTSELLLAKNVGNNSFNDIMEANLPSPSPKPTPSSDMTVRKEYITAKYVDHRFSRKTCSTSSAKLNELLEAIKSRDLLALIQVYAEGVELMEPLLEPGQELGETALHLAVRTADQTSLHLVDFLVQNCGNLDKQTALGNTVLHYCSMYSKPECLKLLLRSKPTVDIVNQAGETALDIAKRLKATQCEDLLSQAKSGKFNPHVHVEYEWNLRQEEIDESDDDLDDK
* hit, by the source's call; . = no result given.

SMILES	PLCg1 inh	Rev-erbA mod	DDE Tn6 FP inh	PLC-beta3 inh	UHRF1 binding	ARFGAP1 inh	Tn7 DDE FP	proKLK7 act	sPLA2-III inh	ASAP1 inh
Cc1ccc2ccc(C#N)cc2c1O	-64	2	6	-84	-2	-3	3	2.7	-1	-3
COc1ccc(CN2[C@@H](CC(C)=O)c3ccc(/C=C/C(C)=O)cc3S2(=O)=O)cc1	0	-1	-3	-3	-3	0	4	-0.5	4	5
CCOC(=O)c1cccc(NC(=O)CSc2nnc(-c3ccoc3C)n2CC)c1	2	3	0	2	0	-1	3	-0.4	-6	7
O=Cc1ccc(Sc2ncccn2)o1	-2	-1	-2	-1	0	0	3	0.1	4	13
COc1ccc(C2CC(C(F)(F)F)n3nc(C(=O)N(C)Cc4cn(C)nc4C)c(Cl)c3N2)cc1 (stereo unspecified)	0	-8	2	-1	4	2	4	-0.3	-4	-6
CCc1c(C(=O)Nc2ncn(Cc3cccc(C)c3)n2)csc1C	1	-7	-3	1	-1	1	2	0.0	3	-12
CCOc1ccccc1NS(=O)(=O)c1cccs1	-2	5	-2	3	4	0	2	-0.5	1	1
COCCNC(=S)N/N=C(\C)c1ccccc1O	-2	3	0	-13	7	11	0	-0.6	43*	-2
Cc1ccc(S(=O)(=O)N2CCCCC2)cc1C(=O)N1CCN(CCO)CC1	-2	-9	-1	-9	7	5	8	-0.5	12	-7
COc1cccc2c(O)cc(=O)n(C)c12	-3	-2	1	-1	3	13	3	0.6	13	5
Cc1c(C#N)c(NC(=O)C(C)C)n(Cc2ccccc2)c1C	0	7	-7	-3	0	-16	3	0.4	0	5
CCCCCc1c2c(cc(O)c1C(=O)O)OC(=O)c1cc(C(=O)CCCC)c(OC)cc1O2	-1	-5	2	0	3	10	3	3.5	-64	1
O=c1nc(-c2ccccc2)n(-c2ccccc2)[nH]1	-54	2	5	-58	1	-12	4	0.6	1	-7
Nc1c(-c2ccccc2)cnc2ncnn12	4	-2	0	4	-1	8	2	0.3	2	3
O=C(CN1C(=O)NC2(CCCc3ccccc32)C1=O)c1ccc(F)c(F)c1 (stereo unspecified)	1	7	-1	0	0	-12	6	-0.3	-1	-9

Only PLCg1 inh, Rev-erbA mod and proKLK7 act, for 4 of the compounds above:
SMILES	PLCg1 inh	Rev-erbA mod	proKLK7 act
O=c1nc(-c2ccccc2)n(-c2ccccc2)[nH]1	-54	2	0.6
Nc1c(-c2ccccc2)cnc2ncnn12	4	-2	0.3
COc1ccc(C2CC(C(F)(F)F)n3nc(C(=O)N(C)Cc4cn(C)nc4C)c(Cl)c3N2)cc1 (stereo unspecified)	0	-8	-0.3
O=Cc1ccc(Sc2ncccn2)o1	-2	-1	0.1

Later entries
SMILES	PLCg1 inh	Rev-erbA mod	DDE Tn6 FP inh	PLC-beta3 inh	UHRF1 binding	ARFGAP1 inh	Tn7 DDE FP	proKLK7 act	sPLA2-III inh	ASAP1 inh
Cc1cc(NC(=O)c2ccc3sc([C@@H]4O[C@H](CO)[C@H](O)[C@H](O)[C@H]4O)nc3c2)n(C)n1	5	4	-3	7	1	-1	7	-0.6	12	-10
O=C(CN1CCN(c2ncc(C(F)(F)F)cc2Cl)CC1)N1CCN(c2ncc(C(F)(F)F)cc2Cl)CC1	-1	4	4	2	-1	4	2	0.3	-3	2
COc1ccccc1NC(=S)N1CCC(c2nc3ccccc3o2)CC1	-1	4	5	-3	0	5	1	0.6	8	-3
O=C(CCN1CCCO1)N1CCCC(N2CCN(c3ccccc3F)CC2)C1 (stereo unspecified)	0	1	0	-1	4	2	-3	0.1	8	6
Cc1cc2oc(=O)cc(CNc3ccccc3F)c2cc1O	-41	1	-1	-59	-3	-13	-5	0.2	-30	4
Nc1ccc2oc3ccc(N)cc3c(=O)c2c1	-74	-15	-1	-82	-18	-1	2	-0.3	3	-19
CC(C)c1nnc(NC(=O)c2cc3ccccc3o2)s1	-2	1	-1	-10	-1	-5	4	0.0	0	-4
Cc1ccc(S(=O)(=O)N2C[C@H]3C(=O)C[C@@H](c4ccccc4)N(S(=O)(=O)c4ccc(C)cc4)[C@H]3C[C@H]2c2cccc(Cl)c2)cc1	3	2	-2	3	1	5	-1	-0.1	-15	1
Cc1ccccc1S(=O)(=O)NC(=O)C1(C)CCN1C(=O)CC1CCCC1 (stereo unspecified)	1	-3	-5	0	1	-11	5	-0.3	-6	8
Cc1cc(C)c(NS(=O)(=O)c2ccc(Cl)c(C(=O)O)c2)c(C)c1	-1	-1	6	0	1	7	0	-0.5	-7	0
CN(Cc1nc(Cc2cccc(C(F)(F)F)c2)no1)C1CC(C)(C)NC(C)(C)C1	0	4	4	3	-2	-3	10	0.8	2	-17
CC(C)C(CCNC1CCN(C)CC1)c1ccc(Cl)cc1 (stereo unspecified)	3	2	1	5	0	-8	0	-0.8	-1	1
O=C(NCc1ccccc1)C1Cc2ccccc2CN1C(=O)c1ccco1 (stereo unspecified)	2	3	-2	-7	-2	3	-4	0.0	2	6
CC(=O)Nc1ccc(OC(=O)c2ccc(Cl)cc2)cc1	4	0	5	11*	7	-7	-8	-0.3	-7	-1
CCn1ccnc1CN1CCN(CC(C)C)C(CCO)C1 (stereo unspecified)	-1	-2	-9	-8	0	1	-2	0.6	-3	-7
Cc1nc(-c2ccccc2)sc1C(=O)Nc1ccccc1F	5	-6	0	-12	-5	3	3	0.3	-2	-10
O=S(=O)(c1ccc(Br)s1)N1CCC(c2nc3ccccc3o2)CC1	0	1	4	1	2	.	6	0.1	6	.
Cc1ccc(Cn2cc(COC(=O)Nc3ccc(F)cc3)nn2)cc1	1	-2	6	0	3	.	5	-0.1	-16	.
c1ccc2cc3[nH]c(CNc4nc(N5CCOCC5)nc5c4ncn5-c4ccsc4)nc3cc2c1	-17	0	-4	-24	-2	.	-2	.	-22	.
CCn1c(=O)c(C(=O)CC#N)c(N)n(Cc2ccccc2)c1=O	-10	7	-4	-26	3	-3	-8	-0.5	-24	2
O=C(C1CCCCC1)N1CCCn2c1nc1ccccc12	-2	-3	6	2	-2	1	-1	-0.4	-1	-2
CC(=O)c1cccc(N(C(=O)Cn2nnc3ccccc32)C(C(=O)NC2CCCCC2)c2cn(C)nc2C)c1 (stereo unspecified)	-1	-6	3	1	-3	4	-3	-0.2	1	-5
CCO[C@@H]1OC(C(=O)NC2CC2)=C[C@H](C2CC2)[C@H]1CCCO	-4	3	3	-1	4	-4	2	-0.2	8	6
CC(c1ccccn1)N(CCN(C)C)C(=S)Nc1ccccc1F (stereo unspecified)	-3	0	1	1	0	-2	0	-0.5	-4	6
O=C(CN1CCc2ccccc21)NCc1ccccc1Cl	2	-3	10	-3	0	9	-4	0.0	5	-1
Cn1nc(N)c2c(-c3ccccc3)c(C#N)c(N)nc21	4	-3	0	5	-1	4	-7	0.5	-3	5
CC[C@@H]1C=C(C(=O)O)[C@H](c2ccc(F)cc2)N1S(=O)(=O)c1ccc(C)cc1	-1	2	-9	-2	0	4	9	0.4	6	-3
OCCNCC(O)CN1c2ccccc2Sc2ccccc21 (stereo unspecified)	-1	2	-6	-7	-1	1	-6	-0.8	-1	-9
Cc1c(NC(=O)CSc2nnc(Nc3ccccc3)s2)c(=O)n(-c2ccccc2)n1C	4	1	1	-1	3	6	-3	-0.9	16	5
Cc1cc(C(=O)N/N=C/c2ccc(N(C)C)cc2)c2ccccc2n1	-5	-2	4	-5	-1	0	-4	-0.6	-1	-5

Reformatted: 3 of the compounds above
Results follow in this order: PLCg1 inh	Rev-erbA mod	DDE Tn6 FP inh	PLC-beta3 inh	UHRF1 binding	ARFGAP1 inh	Tn7 DDE FP	proKLK7 act	sPLA2-III inh	ASAP1 inh
- Cc1nc(-c2ccccc2)sc1C(=O)Nc1ccccc1F
→ 5	-6	0	-12	-5	3	3	0.3	-2	-10
- Cn1nc(N)c2c(-c3ccccc3)c(C#N)c(N)nc21
→ 4	-3	0	5	-1	4	-7	0.5	-3	5
- O=C(CN1CCc2ccccc21)NCc1ccccc1Cl
→ 2	-3	10	-3	0	9	-4	0.0	5	-1

Next section
SMILES	PLCg1 inh	Rev-erbA mod	DDE Tn6 FP inh	PLC-beta3 inh	UHRF1 binding	ARFGAP1 inh	Tn7 DDE FP	proKLK7 act	sPLA2-III inh	ASAP1 inh
CCN(C(=O)COC(=O)/C(=C/c1ccccc1)NC(C)=O)c1c(N)n(Cc2ccccc2)c(=O)[nH]c1=O	3	2	-2	-7	0	8	-6	0.3	10	7
COc1ccc(S(=O)(=O)N(CC(=O)NCC2CCCO2)c2ccc(Cl)cc2)cc1 (stereo unspecified)	0	4	-3	-7	2	8	5	0.4	-3	9
C=CCN(CC=C)C(=O)c1ccc(OC2CCN(Cc3ccccn3)CC2)cc1	1	3	0	5	1	-7	-1	-0.2	-5	-9
COc1ccc(-n2c(COc3cccc4ccccc34)nnc2SC(C)C(=O)O)cc1 (stereo unspecified)	-1	7	9	-2	2	-13	9	-0.4	-22	9

Random excerpt: two records from the list.
SMILES	PLCg1 inh	Rev-erbA mod	DDE Tn6 FP inh	PLC-beta3 inh	UHRF1 binding	ARFGAP1 inh	Tn7 DDE FP	proKLK7 act	sPLA2-III inh	ASAP1 inh
C=CCN(CC=C)C(=O)c1ccc(OC2CCN(Cc3ccccn3)CC2)cc1	1	3	0	5	1	-7	-1	-0.2	-5	-9
COc1ccc(-n2c(COc3cccc4ccccc34)nnc2SC(C)C(=O)O)cc1 (stereo unspecified)	-1	7	9	-2	2	-13	9	-0.4	-22	9
